# PV pol inh: poliovirus RdRp elongation inhibitors, primary screen, biochemical, fluorescence polarization, total intensity | Genome polyprotein (Poliovirus type 1 (strain Mahoney)), P03300 | poliovirus polymerase elongation; stronger effect = lower value | % elongation, % (compound at 16.7 µg/mL) | 0.66% of 150,000 active | AID 588519, 2011; in the data active = % elongation below about 90%; note: some results filed as inactive read as strong as hits
# Target sequence (P03300 1749-2209 limits assumed): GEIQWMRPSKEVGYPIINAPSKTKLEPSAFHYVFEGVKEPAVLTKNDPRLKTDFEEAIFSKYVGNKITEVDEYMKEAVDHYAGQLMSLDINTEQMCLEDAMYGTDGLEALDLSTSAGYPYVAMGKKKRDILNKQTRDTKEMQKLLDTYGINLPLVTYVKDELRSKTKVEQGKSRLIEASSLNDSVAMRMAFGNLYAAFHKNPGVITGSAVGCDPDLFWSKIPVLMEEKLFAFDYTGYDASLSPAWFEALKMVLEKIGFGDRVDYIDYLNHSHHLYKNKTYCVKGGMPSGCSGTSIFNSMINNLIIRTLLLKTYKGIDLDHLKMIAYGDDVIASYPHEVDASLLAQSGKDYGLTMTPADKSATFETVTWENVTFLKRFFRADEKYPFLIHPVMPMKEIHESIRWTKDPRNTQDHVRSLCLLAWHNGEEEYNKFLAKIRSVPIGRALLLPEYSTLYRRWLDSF
# PV pol inh FP z-score: also measured in PV pol inh; calls as there; z-score; measured here: FP z-score; hits read low
# Numbers without * were called inactive.
structure	PV pol inh	PV pol inh FP z-score
CCC1C2CC3[C@@H]4N(C)c5ccccc5[C@]45CC(C2[C@H]5O)N3[C@@H]1O (stereo not given in full)	101.0	0.2
COc1cccc(-c2[nH]c3c(c2-c2c(-n4cccc4)n(C)c(=O)[nH]c2=O)c(=O)[nH]c(=O)n3C)c1	108.0	0.1
Cc1nc(SCC(=O)Nc2ccc3c(c2)OCCO3)n(CC(C)C)c1C	105.0	0.3
CC(C)(C)OC(=O)C[n+]1cccc(C(N)=O)c1	102.0	0.1
CCCNC(=O)CCNS(=O)(=O)c1ccc2c(c1)c(=O)n(C)c(=O)n2C	109.0	0.5
Cc1ccc(NC(=O)c2cc(S(=O)(=O)N3CCCCC3)c[nH]2)cc1F	109.0	0.2
CCCNC(=O)C1CCC(Cn2c(=O)c3sccc3n(CC(=O)N3CCCC(C)C3)c2=O)CC1 (stereo not given)	104.0	-0.5
CC1CCCN(CCCNC(=O)CCn2nc(-c3ccccc3)ccc2=O)C1 (stereo not given)	101.0	-0.3
CCc1ccc2oc(C(=O)Nc3sc4c(c3C(=O)NC)CCCC4)cc(=O)c2c1	108.0	0.1
COc1ccc2c(Sc3ccc(Cl)cc3)c(C(=O)NCCCN3CCN(C)CC3)[nH]c2c1	101.0	-0.7
FC(F)(F)c1cc(N2CCCCC2)c2cccc(Cl)c2n1	101.0	-0.5
CCOC(=O)Cn1cc(/C=C(\C#N)Sc2nc3ccccc3s2)c2ccccc21	100.0	-0.1
O=C(SCC(=O)N1CCc2ccccc21)c1ccccc1	102.0	0.1
CCN(CC)C(=O)/C(=C/c1ccccc1)c1ccccc1	101.0	0.4
CC(=O)n1c(/C=C2/N=C(c3cccs3)OC2=O)cc2ccccc21	102.0	0

# (cont.)
structure	PV pol inh	PV pol inh FP z-score
CCc1cccc(C)c1NC(=O)c1nc2ccccc2nc1N1CCCCC1	107.0	0.2
O=C(NCCCN1CCOCC1)c1ccc2c(c1)N(Cc1cccc(Cl)c1)C(=O)c1ccccc1S2=O (stereo not given)	101.0	0.4
CN(CC1COc2ccccc2O1)C(=O)c1ccc2[nH]c(=O)c(=O)[nH]c2c1 (stereo not given)	102.0	0
CC(=O)NCCC(=O)Nc1ccc(N(c2ccccc2)C(C)C)cc1	103.0	0.3
Clc1ccc(-c2nnn3c2nc(NCc2ccc4c(c2)OCO4)c2ccccc23)cc1	107.0	0.9
O=C(CSc1nc2ccccc2[nH]c1=O)Nc1ccccc1	103.0	0.3
Cc1ccc(NC(=O)CN2C(=O)CCSc3ccc(S(=O)(=O)N4CCCC4)cc32)cc1	107.0	0.1
O=C(NCc1ccccc1Cl)c1nnc(Cc2ccc(Cl)cc2)o1	106.0	0
O=C(C1CCC1)N1CCN(c2ccccc2)CC1	105.0	1.4
Cc1cc2ncn(S(=O)(=O)c3ccc(S(=O)(=O)N(C)C)cc3)c2cc1C	102.0	0
CCCCC(=O)Nc1ccc2nc(SCC(=O)N3CCOCC3)sc2c1	112.0	1.2
COc1ccc(CNC(=O)C(CC(=O)N2CCOCC2)n2ccnc2)cc1 (stereo not given)	102.0	0
O=C(O)Cn1ncc2c3ccccc3n(Cc3cccc(Cl)c3)c2c1=O	112.0	5.2
Cc1ccc2cc(CN3CCN(C)CC3)c(Cl)nc2c1C	103.0	0
CCOc1ccc(-c2csc(-c3c(N)c(C(=O)c4ccc5c(c4)OCO5)n4ccccc34)n2)cc1	113.0	1.1

# Continued:
structure	PV pol inh	PV pol inh FP z-score
COc1ccc(/C=C/C(=O)Nc2ccc(-n3nncc3-c3ccc(OC)c(OC)c3)cc2)cc1OC	101.0	-0.5
Cc1cc(C(F)(F)F)nn1CC(=O)N1CCCCC1	97.0	-0.8
CC(C)c1ccc(CN(C(=O)c2nc(S(C)(=O)=O)ncc2Cl)C2CCS(=O)(=O)C2)cc1 (stereo not given)	104.0	0.5
CC1(C)CC(=O)C2=C(C1)Nc1ccccc1N(C(=S)NCc1ccco1)C2c1cccnc1 (stereo not given)	99.0	-0.7
O=C1CCC(C(=O)N2CCc3ccccc32)=NN1	107.0	0.4
COC(CNC(=O)c1ccc(CS(=O)(=O)c2ccccc2)o1)OC	99.0	-0.8
COc1ccc(C(=O)NCc2ccc3c(c2)CCN3C(=O)c2ccc(F)cc2)cc1	106.0	-0.2
CC(C)NC(=O)c1cc(-c2ccccc2)on1	101.0	-0.1
O=C1CC(c2ccc(Cl)cc2)N=C(NC(=O)c2ccc3c(c2)OCO3)N1 (stereo not given)	102.0	0.2
O=C1c2ccccc2C(O)(Cc2ccccc2)N1Cc1ccccc1 (stereo not given)	100.0	-0.1
COc1ccc(N=C2C(=O)Nc3ccc(Br)cc32)cc1	98.0	-0.8
CC(Oc1ccc(Cl)cc1Cl)C(=O)N1CCC(C(N)=O)CC1 (stereo not given)	101.0	-0.2
Clc1ccccc1CSc1nncn1NCc1ccccc1	97.0	-1.5
O=c1[nH]c2ccccc2c(-c2ccccc2)c1Sc1nc2ccccc2o1	108.0	0.6
Cc1cccc(NC(=O)CSc2nsc(SCC(=O)Nc3cccc(C)c3)c2C#N)c1	101.0	0

# Carrying on.
structure	PV pol inh	PV pol inh FP z-score
CC(=O)Nc1cccc(-n2nnc(SCC(=O)c3cc(-c4ccccc4)no3)n2)c1	103.0	0.5
C=CCc1c(C)nc(N)[nH]c1=O	105.0	1
CCCCS(=O)(=O)Nc1cc(C)cc(C)c1	101.0	-0.4
Cc1nn(C(=O)c2ccco2)c(-c2ccccc2)c1Sc1ccccc1	100.0	-0.4
CCCN(c1ccccc1OC)S(=O)(=O)c1cc(Br)cnc1N	103.0	0.2
CCCn1c(=N)c(C(=O)NC2CCCC2)cc2c(=O)n3cccc(C)c3nc21	108.0	-0.4
Cc1ccc2c(c1)N(CC(=O)NCc1cccc(Cl)c1)C(=O)c1cccnc1O2	101.0	-0.3
Cc1ccc(C2=NS(=O)(=O)N(C)C(C(=O)NCc3ccccn3)=C2)cc1	100.0	-1
O=S(=O)(c1ccccc1)C1c2ccccc2Oc2ccccc21	99.0	-0.3
COc1ccccc1NC(=O)c1ccccc1F	102.0	0
COc1ccc(-n2nc(C(=O)Nc3cccc(C)n3)c3c4ccccc4n(C)c3c2=O)cc1Cl	109.0	0.7
COc1cccc(CNC(=O)c2nn(C)c3c2CSc2ccccc2-3)c1	107.0	-0.1
O=c1nc2n(-c3ccc(Br)cc3)c3cccc(Cl)c3cc-2c(=O)[nH]1	102.0	0.1
Cc1c(C(=O)N2CCOCC2)cc(C(C)(C)C)n1-c1ccccc1	103.0	0.4
CCOc1ccc(NC(=O)c2cc(=O)c3ccc(C)c(C)c3o2)cc1	105.0	-0.5

# Going on with the list.
structure	PV pol inh	PV pol inh FP z-score
CC(Oc1ccccc1)C(=O)Nc1ccc(C(=O)OCc2cc(=O)n3ccsc3n2)cc1 (stereo not given)	102.0	-1
COC(=O)CNC(=O)c1c(-c2ccccc2)noc1C	109.0	2
CC(NC(=O)NCc1noc2ccccc12)c1ccccc1 (stereo not given)	102.0	0
CC(=O)N1c2ccccc2CCc2ccc(NC(=S)NC(=O)/C=C/c3ccccc3)cc21	104.0	0.2
CCCc1nc2ccccc2c2nc(N)nn12	103.0	0.5
Cc1ccc(S(=O)(=O)N2CCN(C(=O)c3c(C)nn(-c4ccccc4)c3Cl)CC2)cc1	100.0	-0.3
O=S(=O)(c1ccc(-n2cccn2)cc1)N1CCCC1	100.0	-0.3
O=C(CSc1nc2ccccc2[nH]1)NCCc1ccccc1	103.0	0.2
CC1CCc2c(sc3nc(-c4cc5cc(Br)ccc5oc4=O)[nH]c(=O)c23)C1 (stereo not given)	114.0	1.5
Cc1ccc(N(Cc2cccs2)C(=O)COc2cccc(C)c2)cc1	113.0	0.5
Cc1ccc(NC(=O)c2ccco2)c(OCc2cc(=O)n3cc(C)sc3n2)c1	108.0	0.2
O=C1/C(=C/NC2CC2)S(=O)(=O)N(Cc2cccc(F)c2)c2ccsc21	100.0	-0.5
O=C1NC(c2ccccc2)=N/C1=C\c1ccccc1	101.0	-0.2
CC(=O)N1CCc2nc3sc(C(=O)c4ccc(F)cc4)c(N)c3c(C(F)(F)F)c2C1	80.0	-4.2
Cc1ccc(-c2nnc3c4ccccc4c(C)nn23)cc1NC(=O)c1ccccc1Cl	105.0	0

# (continued)
structure	PV pol inh	PV pol inh FP z-score
Cc1ccc(N2CC(NC(=O)c3ccccc3Br)CC2=O)cc1 (stereo not given)	110.0	0.6
CCOC(=O)c1oc2ccc(S(=O)(=O)n3nc(-c4cc(OC)c(OC)c(OC)c4)cc3N)cc2c1C	103.0	-1.1
COc1ccccc1NC(=O)CCN1C(=O)c2ccccc2Sc2ncccc21	103.0	0.1
COc1ccc(CNC(=O)Cn2ncn3nc(-c4cccs4)cc3c2=O)cc1	109.0	0.4
COC(=O)c1ccc(CSc2nncn2N)o1	100.0	-0.1
Cc1ccc(CNC(=O)c2c(-c3ccc(F)cc3F)noc2C)o1	114.0	1.8
CCc1ccc(NC(=O)CN(c2ccc3c(c2)OCO3)S(=O)(=O)c2c(C)noc2C)cc1	103.0	0.4
O=C(C1COc2cc(S(=O)(=O)Nc3ccc(Cl)cc3)ccc2O1)N1CCCC1 (stereo not given)	106.0	-0.1
CCn1c(C(=O)OC)cc2c1ccn2-c1ccc(F)cc1	103.0	0.5
CCOc1ccc(S(=O)(=O)N2CCN(C(=O)C3COc4ccccc4O3)CC2)cc1 (stereo not given)	105.0	0.2
CCOc1ccc(C2=CC(c3cc(Br)ccc3F)n3ncnc3N2)cc1Cl (stereo not given)	107.0	0.4
O=C(/C=C/c1ccco1)Nc1ccc2nn(-c3ccccc3)nc2c1	100.0	0.1
Cc1ccc(NC(=O)N2CCc3cc(S(=O)(=O)N4CCC(C)CC4)ccc32)cc1C	108.0	0.2
COc1cccc(-c2nc3c(C#N)c[nH]n3c2NC2CCCC2)c1OC	105.0	-0.5
CC1CN(/C=C(\C#N)S(=O)(=O)c2ccc(Br)cc2)CC(C)O1 (stereo not given)	100.0	-1.3

# Overlap with the part before: 5 compounds, followed by the next part.
structure	PV pol inh	PV pol inh FP z-score
CCOc1ccc(C2=CC(c3cc(Br)ccc3F)n3ncnc3N2)cc1Cl (stereo not given)	107.0	0.4
O=C(/C=C/c1ccco1)Nc1ccc2nn(-c3ccccc3)nc2c1	100.0	0.1
Cc1ccc(NC(=O)N2CCc3cc(S(=O)(=O)N4CCC(C)CC4)ccc32)cc1C	108.0	0.2
COc1cccc(-c2nc3c(C#N)c[nH]n3c2NC2CCCC2)c1OC	105.0	-0.5
CC1CN(/C=C(\C#N)S(=O)(=O)c2ccc(Br)cc2)CC(C)O1 (stereo not given)	100.0	-1.3
N/C(C[n+]1ccccc1)=N\O	102.0	0.1
Cc1c(C(=O)N2CCC(C(=O)Nc3ccc(F)cc3)CC2)sc2nc[nH]c(=O)c12	109.0	0.3
CCOC(=O)c1sc2ncn(CC(=O)Nc3ccc(N(C)C)cc3)c(=O)c2c1C	107.0	0.4
CCCN(Cc1ccccc1)S(=O)(=O)c1ccc(N2C(=O)CCC2=O)cc1	109.0	0.6
Cc1cc(C)cc(NC(=O)COC(=O)c2cccnc2Cl)c1	104.0	1.5
CC(=O)Oc1cccc(C(=O)N2CCC(C)CC2)c1	99.0	-0.9
CC(C)(C)c1ccc(-c2cc(N)n(S(=O)(=O)c3cccc4nsnc34)n2)cc1	100.0	-0.5
CCOC(=O)c1cc2cc(Cl)ccc2oc1=O	101.0	0.1
COc1cc(NC(=O)c2cc(-c3cccc(Cl)c3)on2)c(OC)cc1Cl	105.0	0.2
CC(C)CNc1ncnc2c1nnn2C	109.0	0.4
Cc1ccc(OC(C)C(=O)Nc2nonc2-c2ccc(Br)cc2)cc1C (stereo not given)	107.0	0
CC(C)Cn1cc(C(=O)NCC2CCCO2)c2c3ccccc3n(C)c2c1=O (stereo not given)	100.0	-0.2
COc1ccc(-c2nc(N)ncc2-c2cscn2)c(O)c1	107.0	0.4
Cc1csc(=O)n1CCOC(=O)c1ccc2[nH]c3c(c2c1)CCCC3	101.0	-0.2
CCOc1ccc(-c2nnc(SCC(=O)N(CC)c3cccc(C)c3)o2)cc1	105.0	-0.7

# Continuation.
structure	PV pol inh	PV pol inh FP z-score
Cc1cc(C(=O)NC2CCCCCC2)no1	106.0	0.3
COc1ccccc1Cn1c(CNS(=O)(=O)c2ccccc2Cl)nc2cccnc21	116.0	2
CCCN(C(=O)c1nn(-c2ccc(OC)cc2)c(=O)c2c1c1ccccc1n2C)c1ccc(CC)cc1	106.0	-0.5
Cc1[nH]c(=S)[nH]c(=O)c1Cc1ccc(C(=O)O)o1	101.0	0.2
CCOC(=O)c1sc2ncnc(Nc3ccc(OCC)cc3)c2c1C	100.0	-1
O=C(NCc1ccccn1)c1ccc(/C=N/O)nc1	101.0	0
COc1cc(NC(=O)c2cc3cc4ccc(C)cc4nc3o2)cc(OC)c1OC	110.0	0.2
CCN(CC)C(=O)NCCc1nnc(SC)n1C	106.0	1.4
CC(C)c1ccc(N(CC(=O)N2CCN(Cc3ccccc3)CC2)S(C)(=O)=O)cc1	100.0	-0.3
CCOC(=O)c1nonc1N	109.0	0.7
Cc1cc(C(=O)Nc2ccc(C(=O)N3CCOCC3)cc2)cs1	99.0	-0.2
CCC(=O)Nc1cccc(NC(=O)c2ccccc2Cl)c1	102.0	0.1
COc1ccc(NC(=O)Cn2cnc3sc(C)c(S(=O)(=O)N4CCN(C)CC4)c3c2=O)cc1Cl	106.0	0.4
Cc1cccc(-n2c(/C=C\c3cccc(Br)c3)nc3ccccc3c2=O)c1	106.0	-0.3
O=S1(=O)N=C(N2CCc3ccccc32)c2ccccc21	103.0	0.5

# Structural class: those above containing a CF3 group
structure	PV pol inh	PV pol inh FP z-score
FC(F)(F)c1cc(N2CCCCC2)c2cccc(Cl)c2n1	101.0	-0.5
Cc1cc(C(F)(F)F)nn1CC(=O)N1CCCCC1	97.0	-0.8
CC(=O)N1CCc2nc3sc(C(=O)c4ccc(F)cc4)c(N)c3c(C(F)(F)F)c2C1	80.0	-4.2

# Assay outcomes from PubChem.

# A portion of the library. The share of hits here may be higher or lower than overall.
